BRCA1 expr act = qHTS Assay to Identify Small Molecule Activators of BRCA1 Expression | AID 624202, 2012 | Potency, µM (titrated, usually from 46.1 µM), for the others: at the highest dose activation, hits mostly activators | 380,000 tested, 1.1% active | MCF7-BRCA1-FFLuc reporter, luminescence, 48 h; response scale: scaled: vehicle 0%, 10 µM genistein 100%; note: nearly all actives have a fitted effect of over 80% in size; some results filed as inactive show a strong effect at the top dose
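Activators of BRCA1 expression were detected as increased firefly luciferase luminescence in engineered MCF7 cells after 48 h compound incubation. Signals were scaled to genistein 10 microM as full activation.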
a7 integrin act = qHTS for Activators of Integrin-Mediated Alleviation for Muscular Dystrophy | alpha7betagal myoblasts, beta-gal FDG fluorescence, 48 h | Potency, µM (titrated, usually from 38.3 µM), for the others: at the highest dose activation, usual class: activators | 350,000 tested, 0.064% active;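 note: 100% = response of the positive control SU9516; nearly all actives have a fitted effect of over 60% in size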
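Alpha7betagal+/- myoblasts (passage 13) were plated 16-24 hr, then exposed to compounds (1:260 dilution of DMSO stock) for 48 hours at 37C. After MPER lysis, β-galactosidase reporter activity was read as FDG fluorescence (ex 480/em 540) after 30 minutes.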
Numbers without * were called inactive; u = inconclusive; [ ] = dose if it differs, or a comment. Calls come from the whole dose curve; as a rule, active = well fitted activation curve with a large enough effect; inconclusive = small, poorly fitted or top-dose-only effect; inactive = no such curve, though single readings can be large or run the other way. Potency is the fitted concentration of half-maximal effect. Some of the compounds tested; count on the stated rates, not on these rows.

a7 integrin act	BRCA1 expr act	mol
-20.2%	-9.1%	C[C@H]1CN([C@@H](C)CO)S(=O)(=O)c2ccc(C#CC(C)(C)O)cc2O[C@H]1CN(C)Cc1ccccc1
-4.1%	-5.1%	Cc1ccc(NC(=O)CN2C(=O)NC3(CCCCC3C)C2=O)cc1S(=O)(=O)N1CCOCC1 (configuration not stated)
-21.3%	-36.8%	CCCCCCN1C[C@@H](O)[C@H](n2cc(C3CC3)nn2)C[C@@H]1c1ccccc1
-9.2%	16.7%	COc1cccc(CN2C(=NC(=O)C3CCCO3)SC3CS(=O)(=O)CC32)c1 (configuration not stated)
13.6%	-44.2%	O=C(CCNS(=O)(=O)c1ccc(Br)cc1)NCC(c1cccs1)N1CCOCC1 (configuration not stated)
19.5%	-0.5%	O=C(COC(=O)c1cccnc1Cl)Nc1ccc(N2CCOCC2)cc1
-6.4%	-16.8%	CC(NC(=O)COC(=O)C1CCN(c2ccc(C(F)(F)F)cn2)CC1)c1ccccc1 (configuration not stated)
19.3%	-3.4%	N#Cc1ccccc1C[C@H](N)C(=O)NC[C@H]1O[C@@H](n2ccc(N)nc2=O)[C@H](O)[C@@H]1O

More entries
a7 integrin act	BRCA1 expr act	mol
7.4%	u	Cc1ccsc1/C=C1\Oc2cc(O)ccc2C1=O
-57.2%[inhibitor]	5.9%	COc1ccc(-c2csc(N(CCCN(C)C)C(=O)c3ccc(OC)c(OC)c3)n2)cc1
-3.1%	-9.8%	COC(=O)C[C@@H]1C[C@H]2c3cc(NS(C)(=O)=O)ccc3O[C@H]2[C@H](CO)O1
3.4%	9.6%	Cc1cccc(S(=O)(=O)N(C)C[C@@H]2OCc3cnnn3CCCC(=O)N([C@H](C)CO)C[C@H]2C)c1
21.9%	-31.4%	CC(=O)c1cccc(NC(=O)C2CCCN2S(=O)(=O)c2cccs2)c1 (configuration not stated)
20.9%	6.7%	C[C@@H]1CN([C@H](C)CO)S(=O)(=O)c2ccc(Br)cc2O[C@H]1CN(C)C(=O)C1CC1
9.7%	-4.2%	CCC(=O)Nc1cc(OC)c(NC(=S)Nc2ccccc2CC)cc1OC
-24.2%	-12.3%	Cc1occc1C(=O)N(C)CC1CCCN(CCc2ccc(Cl)cc2)C1 (configuration not stated)

Further entries follow:
a7 integrin act	BRCA1 expr act	mol
4.4%	-24.6%	CC(=O)Nc1ccc(NC(=O)COc2cccc3ccccc23)cc1
0.4%	-4.9%	O=C(C1CCCCC1)N1C[C@@H](O)[C@H](n2cc(C3CC3)nn2)C[C@@H]1c1ccccc1
-4.2%	1.9%	C[C@H](NC(=O)C1CCN(S(=O)(=O)c2ccccc2)CC1)C(=O)NCc1cccnc1
3.8%	-19.5%	Clc1ccc(Br)c(-c2nc3ccccc3[nH]2)c1
-0.4%	-34.8%	CC1Cc2ccccc2N1C(=O)CN1CCN(S(=O)(=O)c2ccc3c(c2)OCCCO3)CC1 (configuration not stated)
-0.9%	1.7%	C[C@H]1CN([C@@H](C)CO)C(=O)CCCn2nncc2CO[C@H]1CN(C)C(=O)NC1CCCCC1
-14.7%	-2.3%	O=C(COC(=O)C1CCN(S(=O)(=O)c2ccc(Cl)c(C(F)(F)F)c2)CC1)NCC1CCCO1 (configuration not stated)
9.0%	22.5%	Cc1nc(N)ncc1CCC1OCCO1

Further compounds
a7 integrin act	BRCA1 expr act	mol
5.7%	0.0%	CCCOc1ccc(C2C(C(=O)c3ccco3)=C(O)C(=O)N2CCCn2ccnc2)cc1OC (configuration not stated)
0.9%	-20.3%	C[C@H]1CN([C@@H](C)CO)C(=O)c2c(c3ccccc3n2C)-c2ccccc2CO[C@H]1CN(C)Cc1cccc(F)c1
-0.8%	-1.1%	O=C(Nc1ccc(N2CCOCC2)cc1)C1CCN(S(=O)(=O)c2cccc(C(F)(F)F)c2)CC1
13.1%	-24.7%	Cc1cc(C)cc(Nc2cc(C)nc3ncnn23)c1
-6.5%	-8.2%	O=C(NCc1ccccn1)c1ccccc1OCc1ccccc1Cl
7.0%	7.7%	CNC(=O)C[C@@H]1C(=O)N(c2ccc(OC)cc2)CC1(C)C
-11.9%	-24.3%	CSC[C@H]1CN(CCc2ccccc2)C(=O)[C@@H]1CC(=O)Nc1ccc(Br)cc1
11.7%	-19.3%	COc1ccc(-c2cc3nc(C)c(C)c(N4CCN(C(=O)c5ccoc5)CC4)n3n2)cc1

Arranged by formula weight (descending): some entries from above.
a7 integrin act	BRCA1 expr act	mol
-0.8%	-1.1%	O=C(Nc1ccc(N2CCOCC2)cc1)C1CCN(S(=O)(=O)c2cccc(C(F)(F)F)c2)CC1
5.7%	0.0%	CCCOc1ccc(C2C(C(=O)c3ccco3)=C(O)C(=O)N2CCCn2ccnc2)cc1OC (configuration not stated)
-6.5%	-8.2%	O=C(NCc1ccccn1)c1ccccc1OCc1ccccc1Cl
7.0%	7.7%	CNC(=O)C[C@@H]1C(=O)N(c2ccc(OC)cc2)CC1(C)C
13.1%	-24.7%	Cc1cc(C)cc(Nc2cc(C)nc3ncnn23)c1

(cont.)
a7 integrin act	BRCA1 expr act	mol
-7.6%	-9.7%	O=C(Nc1ccnn1C1CCN(C(=O)c2cccnc2)CC1)c1cccc(F)c1
-0.8%	17.1%	Cc1cn([C@H]2C[C@H](O)[C@@H](CNC(=O)[C@H](N)Cc3cscn3)O2)c(=O)[nH]c1=O
20.5%	-1.1%	COc1ccccc1CN1CCNC(=O)C1CC(=O)N(C)C1CCOCC1 (configuration not stated)
-56.8%[inhibitor]	-66.3%	CCN(CC(=O)Nc1cc(Cl)ccc1C)C(=O)C1CCN(c2ncnc3sc(C)c(C)c23)CC1
16.8%	-6.5%	O=C(COC(=O)c1cncc(Br)c1)Nc1ccc(S(=O)(=O)N2CCOCC2)cc1
8.1%	-29.0%	COc1ccccc1N1CCN(C(=O)c2ccc3noc(-c4ccccc4)c3c2)CC1
-14.4%	11.4%	C[C@H](CO)N1C[C@H](C)[C@@H](CN(C)C(=O)c2ccncc2)OCc2cnnn2CCCC1=O
-0.1%	51.9%	O=c1c2ccccc2nnn1CCc1ccccc1

Continuation.
a7 integrin act	BRCA1 expr act	mol
u	0.0%	CC(C)Cn1c(SCC(=O)NC2CC2)nc2ccccc21
1.3%	13.5%	Cc1c(NS(=O)(=O)c2cc(C(=O)OCC(=O)c3ccccc3F)ccc2Cl)c(=O)n(-c2ccccc2)n1C
5.1%	8.2%	Cc1ccccc1S(=O)(=O)N(C)C[C@@H]1OCc2cnnn2CCCC(=O)N([C@H](C)CO)C[C@@H]1C
1.1%	-23.3%	CN(C)c1ccc(C=NN2C(=O)CSC2=S)c(Cl)c1
-18.8%	-15.0%	CCOc1ccc(S(=O)(=O)N2CCC(C(=O)Nc3ccccc3N3CCCC3)CC2)cc1
20.6%	-1.4%	COc1ccc([C@H]2N[C@]3(CCCN(Cc4ccc(C)cc4)C3=O)[C@H]3C(=O)N(C)C(=O)[C@@H]23)cc1
-11.0%	-27.6%	Nc1ccccc1SC(CC(=O)c1ccccc1)c1ccccc1 (configuration not stated)
-4.0%	-1.3%	CN(Cc1ccccc1)C(=O)CN1CCN(S(=O)(=O)c2ccccc2F)CC1

Remaining list, next part
a7 integrin act	BRCA1 expr act	mol
15.0%	-2.1%	CC(C)OC(=O)N(C)C[C@@H]1OCc2ccccc2-c2c(n(C)c3ccccc23)C(=O)N([C@@H](C)CO)C[C@H]1C
6.2%	18.0%	Cc1cccc(C(=Cc2ccc([N+](=O)[O-])cc2)C(=O)O)c1
-21.0%	-11.0%	C[C@@H]1CN([C@H](C)CO)C(=O)CCCn2nncc2CO[C@@H]1CN(C)S(=O)(=O)c1ccc2ccccc2c1
-21.2%	0.0%	Cc1ccc([C@H]2C[C@@H](n3cc(-c4ccc(F)cc4)nn3)[C@H](O)CN2C(=O)c2cccs2)cc1
17.4%	-2.8%	Cc1cccc(OCCNC(=O)c2cc(C3CC3)nc3c2cnn3C(C)C)c1
-3.1%	68.6%	Clc1ccccc1CNCc1ccc2c(c1)OCO2
9.8%	1.6%	COc1ccccc1OCCSc1nc2ccccc2n1CC(=O)O
-36.4%	-22.1%	COC(=O)C1(C)CCCC2(C)c3cc(OC)ccc3C(=O)C(Br)C12 (configuration not stated)

Continued, starting with the last 5 of the part before.
a7 integrin act	BRCA1 expr act	mol
-21.2%	0.0%	Cc1ccc([C@H]2C[C@@H](n3cc(-c4ccc(F)cc4)nn3)[C@H](O)CN2C(=O)c2cccs2)cc1
17.4%	-2.8%	Cc1cccc(OCCNC(=O)c2cc(C3CC3)nc3c2cnn3C(C)C)c1
-3.1%	68.6%	Clc1ccccc1CNCc1ccc2c(c1)OCO2
9.8%	1.6%	COc1ccccc1OCCSc1nc2ccccc2n1CC(=O)O
-36.4%	-22.1%	COC(=O)C1(C)CCCC2(C)c3cc(OC)ccc3C(=O)C(Br)C12 (configuration not stated)
-4.1%	2.8%	COc1ccc(OC)c(C(=O)CCCCC(=O)c2cc(OC)ccc2OC)c1
15.9%	-1.8%	Cc1cn([C@H]2C[C@H](O)[C@@H](CNC(=O)CNC(=O)CN)O2)c(=O)[nH]c1=O
3.4%	22.8%	CN(CCCn1ccc(NC(=O)OCc2ccccc2)nc1=O)CCc1ccccn1
13.9%	-6.2%	c1ccc(NN(Cc2cnccn2)c2ccccc2)cc1
14.9%	31.0%	CCCCN1C(=O)C(CC(=O)NC2CCCC2)CC(C(=O)N2CCOCC2)=C1C (configuration not stated)
4.3%	-26.5%	COc1ccccc1CCC(=O)Nc1ccc(S(=O)(=O)Nc2ncccn2)cc1
-20.6%	-3.9%	COc1ccc(OC(=O)OCc2ccccc2)cc1
-8.4%	-25.8%	O=C(C1CCCCC1)N1C[C@H](O)[C@@H](n2cc(-c3ccc(F)cc3)nn2)C[C@@H]1c1ccccc1

Later entries.
a7 integrin act	BRCA1 expr act	mol
-11.9%	-8.7%	COc1ccc(-n2nc3c(c2NC(=O)c2ccccc2)CS(=O)(=O)C3)cc1
-15.3%	-5.9%	Cc1cc(/C=C(\C#N)C(=O)NCc2ccccc2)c(C)[nH]1
-14.2%	28.6%	O=C(c1c(F)cccc1Cl)N(Cc1ccco1)C1CCS(=O)(=O)C1 (configuration not stated)
-18.9%	-18.0%	CCOC(=O)C1CCc2c(ccc3ccccc23)N1CCC#N (configuration not stated)
21.8%	-5.2%	CCOC(=O)N1CCN(S(=O)(=O)N2CCCC(C(=O)NCc3ccc(C)cc3)C2)CC1 (configuration not stated)
11.2%	-3.8%	O=C1COc2ccc(C(=O)COC(=O)CCCOc3ccccc3)cc2N1
9.0%	15.5%	O=C(O)c1cccc(S(=O)(=O)Nc2ccccc2Oc2ccccc2)c1
4.2%	-2.2%	CCCCCC(=O)N1C[C@@H](n2cc(-c3ccc(F)cc3)nn2)[C@H](O)C[C@@H]1c1ccccc1

Following part:
a7 integrin act	BRCA1 expr act	mol
9.0%	-7.1%	C#CCN(C[C@H]1[C@H](OC(=O)NCCCCCC)[C@H](OC(=O)NCCCCCC)C[C@H]2C(=O)N(c3ccccc3)C(=O)[C@@H]12)S(=O)(=O)c1ccc(C)cc1
3.5%	6.2%	O=C(O)C1=CCC=CC1C(=O)O (configuration not stated)
7.1%	-17.6%	CC1C(=O)N(Cc2cn(CCC3OCCO3)nn2)CCS(=O)(=O)N1Cc1ccc(-c2ccccc2)cc1 (configuration not stated)
9.9%	-6.1%	C[C@H]1CN([C@@H](C)CO)C(=O)CCCn2nncc2CO[C@H]1CN(C)S(=O)(=O)c1ccc2c(c1)OCCCO2
4.5%	8.6%	CC1=C(C(=O)N(C)C)CC(CC(=O)NCCN2CCOCC2)C(=O)N1Cc1ccccc1 (configuration not stated)
-15.4%	1.8%	COc1ccc(CC(=O)NCc2cccc(Cl)c2)cc1S(=O)(=O)N1CCOCC1
3.8%	-13.6%	CC1=C(C(=O)N2CCOCC2)CC(CC(=O)NC2CCCCC2)C(=O)N1Cc1ccc(C(C)(C)C)cc1 (configuration not stated)
7.0%	-9.9%	CC1=C(C(=O)N(C)C)CC(CC(=O)NC(c2ccccc2)c2ccccc2)C(=O)N1Cc1ccc(F)cc1 (configuration not stated)

Additional entries follow:
a7 integrin act	BRCA1 expr act	mol
14.9%	15.0%	C[C@H]1CN([C@@H](C)CO)C(=O)CCCn2nncc2CO[C@@H]1CN(C)Cc1ccc(C(F)(F)F)cc1
24.5%	4.1%	CCOCc1nc2nc(Cl)c(Cl)nc2[nH]1
0.0%	3.3%	C[C@H]1CN([C@@H](C)CO)C(=O)CCCn2nncc2CO[C@@H]1CN(C)C(=O)c1ccc2ccn(C)c2c1
-15.4%	2.8%	O=C(O)CSc1ccn(Cc2ccccc2)c1
9.2%	-1.8%	CS(=O)(=O)N(CCc1ccccc1)CC(=O)N1CCCCCC1
-20.8%	0.0%	CCN1C(=O)[C@H]2[C@@H](c3ccc(C(F)(F)F)cc3)N[C@]3(CCCN(Cc4ccc(C(F)(F)F)cc4)C3=O)[C@H]2C1=O
-8.3%	-6.9%	COCC(=O)N(C)C[C@H]1Oc2cc(Br)ccc2S(=O)(=O)N([C@H](C)CO)C[C@H]1C
-17.0%	-37.6%	Cc1ccc(S(=O)(=O)N2CC3(O)CN(C(=O)OC(C)C)N(C(=O)OC(C)C)CC3(OC(=O)NCc3ccccc3)C2)cc1 (configuration not stated)
-12.5%	-1.8%	COc1ccc([C@H]2C[C@@H](n3cc(C4CC4)nn3)[C@H](O)CN2C(=O)c2cccs2)cc1
-18.9%	-54.0%	Cc1ccc(Nc2nc(C)cc(C)c2C#N)c(C)c1

Bioassay records deposited in PubChem by National Center for Advancing Translational Sciences (NCATS).
